GSK3beta inhib = inhibitors of human GSK3beta kinase | GST-GSK3beta kinase, ADP-Glo luminescence, 60 min; active compounds read low | P49841 | AID 2097 | activity score (negative = inhibition), % at 10 µM | 0.038% of 300,000 active;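 active = more than half of replicate wells score below -50%, meaning over 50% inhibition versus plate controls; inconclusive = some replicates but at most half score below -50%; inactive = no replicate scores below -50%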;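 note: 0% = median DMSO wells and -100% = median GW8510 positive control wells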
Target sequence (P49841 whole entry, looked up): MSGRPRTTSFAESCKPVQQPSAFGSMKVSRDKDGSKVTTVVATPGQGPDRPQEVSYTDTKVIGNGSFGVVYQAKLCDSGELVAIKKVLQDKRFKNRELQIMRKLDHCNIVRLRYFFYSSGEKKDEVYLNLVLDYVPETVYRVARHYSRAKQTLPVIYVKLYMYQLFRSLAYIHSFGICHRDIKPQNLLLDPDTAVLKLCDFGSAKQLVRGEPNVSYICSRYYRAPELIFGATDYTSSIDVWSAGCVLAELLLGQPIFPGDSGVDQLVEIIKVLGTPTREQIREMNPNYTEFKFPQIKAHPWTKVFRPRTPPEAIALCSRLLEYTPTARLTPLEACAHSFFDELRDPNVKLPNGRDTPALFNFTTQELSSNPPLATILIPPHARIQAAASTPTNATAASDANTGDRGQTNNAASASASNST
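test system = GST-tagged human GSK3beta kinase, cell-free | reagent = 25 µM ATP with peptide substrate | dosing = one dose of 10 µM per compound | schedule = 60 min reaction, RT | detection = luminescent ADP-Glo measurement of ADP formed | control set = DMSO neutral wells and GW8510 at 20 µM as positive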
aSyn 5UTR inh = 5' untranslated region of α-synuclein, MLPCN primary screen; alpha-synuclein 5'UTR reporter, inhibitor activity; inhibition, % (tested at 7.5 µM); 0.82% of 300,000 active; AID 1813; in the data active = inhibition above about 60%; inconclusive = no clear call, values can overlap the other calls;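 note: H4 neuroglioblastoma cells stably carrying SNCA 5'UTR luciferase fusion; 0% = DMSO wells and 100% = positive control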
Platelet DG rel = modulates dense granule release in human platelets; human platelet-rich plasma, SFLLRN dense granule ATP release, luminescence; inhibition, %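 (compounds screened at 7.5 µM in platelet-rich plasma)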; 0.22% of 300,000 active; AID 1663;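 active = mean replicate score, as percent of positive control, at or above 50; inconclusive = mean below 50 but at least one replicate at or above 50; inactive = mean and every replicate below 50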
Dyrk1A ADPGlo = Dyrk1A (rat) kinase inhibition; Q63470; ADP-Glo luminescence, NFATc1 peptide; inhibition, % at 12.5 µM; 0.43% of 310,000 active; AID 504441; in the data active = inhibition above about 50%;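 note: plate controls were vehicle with enzyme for no effect and no enzyme for full effect; many of its hits are not listed in these tables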
IEC-6 tox = kills IEC-6 intestinal cells in KLF5 counter-screen | IEC-6 cytotoxicity, luminescence viability | inhibition, % at 5 µM | 0.78% of 290,000 active | AID 1825; in the data active = inhibition above about 22%;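 note: 0% = plate median of test compound wells and 100% = cytotoxic reference compound wells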
GSK3 alpha inh = inhibitors of human GSK-3 alpha kinase; 0.1% of 320,000 active; ADP-Glo luminescence, 60 min; P49840; inhibition, % at 10 µM;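 in the data active = inhibition above about 50%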;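 note: GST-tagged GSK-3 alpha with peptide substrate and 25 µM ATP; 0% = DMSO neutral wells and 100% = GW8510 positive control wells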
Target sequence (P49840 whole entry, looked up): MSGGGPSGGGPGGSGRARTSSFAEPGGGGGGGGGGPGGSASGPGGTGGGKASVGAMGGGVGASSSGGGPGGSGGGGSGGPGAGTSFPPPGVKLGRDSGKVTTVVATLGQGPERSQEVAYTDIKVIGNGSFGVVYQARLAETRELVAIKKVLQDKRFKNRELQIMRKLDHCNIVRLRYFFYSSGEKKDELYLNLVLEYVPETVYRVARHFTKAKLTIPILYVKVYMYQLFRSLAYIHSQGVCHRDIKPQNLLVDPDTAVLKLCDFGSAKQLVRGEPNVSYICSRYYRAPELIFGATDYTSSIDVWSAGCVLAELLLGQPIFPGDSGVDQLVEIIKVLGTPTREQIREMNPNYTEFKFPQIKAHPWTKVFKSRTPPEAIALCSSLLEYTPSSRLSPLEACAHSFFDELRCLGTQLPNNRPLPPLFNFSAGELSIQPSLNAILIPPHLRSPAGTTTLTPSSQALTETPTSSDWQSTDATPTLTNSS
HSP90 refold inh = blocks HSP90-mediated luciferase refolding in reticulocyte lysate; inhibition, % at 5.6 µM; Rabbit reticulocyte lysate, luciferase refolding luminescence, 3 h; 0.91% of 290,000 active; AID 1789;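 active = inhibition above the screen-wide mean plus 3 SD, computed separately per campaign, cut at about 16% in these data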;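 note: 0% = DMSO wells and 100% = 60 µM geldanamycin wells; inhibitors lower the luminescence because luciferase stays unfolded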
HSF-1 act = increases HSF-1 driven luciferase reporter signal | NIH3T3-HGL HSF-1 luciferase reporter, MG132, 8 h; 100% = twice DMSO control signal | activation, % at 9 µM | AID 504408 | 1.7% of 300,000 active;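 active = mean replicate activation of at least 50% with a set share of replicates each reaching 50%; inconclusive = only one of those two conditions met; inactive = mean below 50% and too few replicates reaching it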;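 note: 0% = median of the neutral control wells and 100% = twice that signal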
KLF5 inh = inhibitors of KLF5 expression. DLD-1 KLF5 promoter-luciferase reporter, luminescence. inhibition, % at 5 µM. 0.23% of 290,000 active. AID 1700;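 active = inhibition above a per-plate limit of that plate's mean compound inhibition plus 3 SD, cut at about 60% in these data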;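 note: 0% = DMSO wells and 100% = LY294002 at 200 µM; higher means less KLF5 promoter-driven luciferase light; inactives centre near -14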
HSF1 inhib = HSF1 inhibition. NIH3T3-HGL HSE-luciferase, MG132-induced, luminescence 8 h; active compounds read low. activity change, negative = inhibition, % at 7.5 µM (by protocol). 0.77% of 300,000 active;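 active = more than half of replicate wells show activity change below -50%, luminescence cut by over half; inconclusive = some wells, but at most half, below -50%; inactive = no replicate well below -50%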;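 note: luciferase reports HSF-1 transcriptional activity via heat shock element; 0% = median of DMSO wells and -100% = zero luminescence signal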
An asterisk follows results filed as active.

For OC1(c2ccccc2)Cc2cccc[n+]2C1c1ccccc1 (stereo not drawn) the results were GSK3beta inhib -6, aSyn 5UTR inh -5, Platelet DG rel 1, Dyrk1A ADPGlo 10, IEC-6 tox -1, GSK3 alpha inh 0, HSP90 refold inh 1, HSF-1 act 13, KLF5 inh -6 and HSF1 inhib -4.
COc1ccc(NC(=O)CN(c2ccc([N+](=O)[O-])cc2)S(=O)(=O)c2ccccc2)c(OC)c1 was read as GSK3beta inhib 2, aSyn 5UTR inh 18, Platelet DG rel 11, Dyrk1A ADPGlo 8, IEC-6 tox -6, GSK3 alpha inh 0, HSP90 refold inh -1, HSF-1 act 1, KLF5 inh -37 and HSF1 inhib 0.
For Cc1noc(NS(=O)(=O)c2ccc(N/C=C/C(=O)c3ccc(F)cc3)cc2)c1C the results were GSK3beta inhib 6, aSyn 5UTR inh -32, Platelet DG rel 1, Dyrk1A ADPGlo 39, IEC-6 tox 9, GSK3 alpha inh -5, HSP90 refold inh 3, HSF-1 act -10, KLF5 inh -16 and HSF1 inhib -4.
`N#Cc1ccc(NC(=O)COC(=O)CNC(=O)C2CCCCC2)cc1` gave GSK3beta inhib 3, aSyn 5UTR inh -14, Platelet DG rel -2, Dyrk1A ADPGlo -1, IEC-6 tox -1, GSK3 alpha inh 2, HSP90 refold inh -2, HSF-1 act -10, KLF5 inh -22 and HSF1 inhib -2.
Screening CSc1ccc(C(C(C(=O)c2cccs2)N2CCOCC2)N2CCOCC2)cc1 (stereo not drawn) returned GSK3beta inhib 0, aSyn 5UTR inh -21, Platelet DG rel 2, Dyrk1A ADPGlo 0, IEC-6 tox 1, GSK3 alpha inh 1, HSP90 refold inh -2, HSF-1 act 6, KLF5 inh -9 and HSF1 inhib 4.
Screening Cc1nn(-c2cccc(Cl)c2)c2nc(-c3ccco3)cc(C(=O)O)c12 returned GSK3beta inhib 0, aSyn 5UTR inh -3, Platelet DG rel -4, Dyrk1A ADPGlo 4, IEC-6 tox -20, GSK3 alpha inh -9, HSP90 refold inh -3, HSF-1 act 14, KLF5 inh -27 and HSF1 inhib 8.
COc1ccccc1CNC(=O)C1CCCN(S(=O)(=O)c2cccc3cccnc23)C1 (stereo not drawn) was read as GSK3beta inhib -1, aSyn 5UTR inh 20, Platelet DG rel 1, Dyrk1A ADPGlo -4, IEC-6 tox 1, GSK3 alpha inh -2, HSP90 refold inh -1, HSF-1 act -2, KLF5 inh -29 and HSF1 inhib 1.
`CCOCCCNCc1cccc(OCc2ccc(F)cc2)c1` gave GSK3beta inhib 0, aSyn 5UTR inh 5, Platelet DG rel 1, Dyrk1A ADPGlo -6, IEC-6 tox -5, GSK3 alpha inh 1, HSP90 refold inh 2, HSF-1 act 17, KLF5 inh -9 and HSF1 inhib 1.
For Cc1c(C(=O)NNC(=S)NCc2ccc(Cl)cc2)oc2ccccc12 the results were GSK3beta inhib -7, aSyn 5UTR inh 12, Platelet DG rel -6, Dyrk1A ADPGlo 0, IEC-6 tox 3, GSK3 alpha inh -1, HSP90 refold inh 3, HSF-1 act -8, KLF5 inh -3 and HSF1 inhib 0.
`N#Cc1ccc(NC(=S)NCCN2CCOCC2)cc1` gave GSK3beta inhib -1, aSyn 5UTR inh -5, Platelet DG rel 5, Dyrk1A ADPGlo -3, IEC-6 tox -3, GSK3 alpha inh -3, HSP90 refold inh -1, HSF-1 act 6, KLF5 inh -2 and HSF1 inhib -4.
`CCOc1ccc(N(CC(=O)N2CC=C(c3ccccc3)CC2)S(=O)(=O)c2c(C)noc2C)cc1` gave GSK3beta inhib 1, aSyn 5UTR inh 10, Platelet DG rel -5, Dyrk1A ADPGlo -12, IEC-6 tox -6, GSK3 alpha inh -2, HSP90 refold inh 1, HSF-1 act -2, KLF5 inh -5 and HSF1 inhib 1.
`CCCCC(=O)Nc1ccc(C(=O)NNC(=S)NC(=O)c2cccs2)cc1` gave GSK3beta inhib 1, aSyn 5UTR inh -45, Platelet DG rel -6, Dyrk1A ADPGlo -11, IEC-6 tox 4, GSK3 alpha inh 0, HSP90 refold inh 1, HSF-1 act 9, KLF5 inh -18 and HSF1 inhib 3.
For COc1ccnc(Oc2ccc(F)cc2)c1C(=O)N/C=N/OCc1ccc(Cl)cc1Cl the results were GSK3beta inhib 2, aSyn 5UTR inh -13, Platelet DG rel -6, Dyrk1A ADPGlo -3, IEC-6 tox -6, GSK3 alpha inh -2, HSP90 refold inh 0, HSF-1 act 3, KLF5 inh -5 and HSF1 inhib 6.
`N#Cc1c(NC(=O)c2cc(-n3cnnc3)ccc2Cl)sc2c1CCCC2` gave GSK3beta inhib -3, aSyn 5UTR inh 18, Platelet DG rel 5, Dyrk1A ADPGlo 33, IEC-6 tox 6, GSK3 alpha inh 1, HSP90 refold inh 2, HSF-1 act 1, KLF5 inh -13 and HSF1 inhib -2.
Screening N#CCCN1C(=O)C2(OCCO2)c2ccccc21 returned GSK3beta inhib 1, aSyn 5UTR inh 13, Platelet DG rel 2, Dyrk1A ADPGlo -4, IEC-6 tox -5, GSK3 alpha inh -1, HSP90 refold inh -3, HSF-1 act -3, KLF5 inh -20 and HSF1 inhib -3.
Cc1cc(NC(=O)CN2C(=O)NC3(CCCCCC3)C2=O)no1 was read as GSK3beta inhib 2, aSyn 5UTR inh 5, Platelet DG rel -1, Dyrk1A ADPGlo 0, IEC-6 tox 8, GSK3 alpha inh -1, HSP90 refold inh -1, HSF-1 act 7, KLF5 inh -1 and HSF1 inhib -5.
Screening CCOC(=O)C1CCCN(C(=O)c2ccc(NC(=O)CC3SC(N4CCCC4)=NC3=O)cc2)C1 (stereo not drawn) returned GSK3beta inhib 2, aSyn 5UTR inh 13, Platelet DG rel 2, Dyrk1A ADPGlo 5, GSK3 alpha inh -1, HSF-1 act -1 and HSF1 inhib -1.
For Cc1cccc2cc(CN(Cc3nnnn3C3CCCC3)C3CCCCC3)c(=O)[nH]c12 the results were GSK3beta inhib 0, aSyn 5UTR inh 7, Platelet DG rel 7, Dyrk1A ADPGlo 4, IEC-6 tox 1, GSK3 alpha inh 5, HSP90 refold inh -1, HSF-1 act 1, KLF5 inh 9 and HSF1 inhib 7.
For COC(=O)c1c(N)c2ccccc2[nH]c1=O the results were GSK3beta inhib 0, aSyn 5UTR inh 1, Platelet DG rel 3, Dyrk1A ADPGlo 26, IEC-6 tox 2, GSK3 alpha inh 3, HSP90 refold inh 3, HSF-1 act 0, KLF5 inh 2 and HSF1 inhib -7.
`Cc1ccc2c(C)c(C(=O)N(C)Cc3nccn3C)oc2c1C` gave GSK3beta inhib 5, aSyn 5UTR inh 1, Platelet DG rel -6, Dyrk1A ADPGlo 3, IEC-6 tox 5, GSK3 alpha inh -5, HSP90 refold inh 0, HSF-1 act 17, KLF5 inh -4 and HSF1 inhib -3.
For COCCn1c(N)c(N(Cc2ccccc2)C(=O)CSCC(=O)Nc2ccc(C)cc2)c(=O)[nH]c1=O the results were GSK3beta inhib 0, aSyn 5UTR inh -2, Platelet DG rel -3, Dyrk1A ADPGlo -1, GSK3 alpha inh 0, HSF-1 act -5 and HSF1 inhib 6.
CCCN(CCC)CCNC(=O)CN1C(=O)COc2ccc(S(=O)(=O)N3CCOCC3)cc21 was read as GSK3beta inhib 2, aSyn 5UTR inh 6, Platelet DG rel -8, Dyrk1A ADPGlo 0, IEC-6 tox 1, HSP90 refold inh 3, HSF-1 act 2, KLF5 inh -19 and HSF1 inhib -1.
O=C(N/N=C/c1cccnc1)c1ccccc1NS(=O)(=O)c1cccs1 was read as GSK3beta inhib 1, aSyn 5UTR inh 25, Platelet DG rel 0, Dyrk1A ADPGlo -4, IEC-6 tox 2, GSK3 alpha inh 0, HSP90 refold inh -1, HSF-1 act -1, KLF5 inh -33 and HSF1 inhib -9.
`COc1ccc(S(=O)(=O)N2CCOC2CNC(=O)C(=O)NCCCc2ccccc2)cc1` (stereo not drawn) gave GSK3beta inhib 1, aSyn 5UTR inh 34, Platelet DG rel -6, Dyrk1A ADPGlo -10, IEC-6 tox 2, GSK3 alpha inh 5, HSP90 refold inh 0, HSF-1 act 10, KLF5 inh -15 and HSF1 inhib -3.
Screening Cc1ccc(-c2cc(C(F)(F)F)n3ncc(C(=O)NCc4ccco4)c3n2)cc1 returned GSK3beta inhib 3, aSyn 5UTR inh 8, Platelet DG rel 16, Dyrk1A ADPGlo -2, IEC-6 tox -2, GSK3 alpha inh -1, HSP90 refold inh -2, HSF-1 act 2, KLF5 inh -26 and HSF1 inhib -2.
Screening CN(C(=O)COC(=O)c1cc(S(=O)(=O)N2CCOCC2)ccc1Cl)C1CCS(=O)(=O)C1 (stereo not drawn) returned GSK3beta inhib 1, aSyn 5UTR inh -13, Platelet DG rel 2, Dyrk1A ADPGlo -3, GSK3 alpha inh -3, HSF-1 act -3 and HSF1 inhib -4.
Screening CCc1ccc(OCC(=O)NNC(=O)c2cnccn2)c(Br)c1 returned GSK3beta inhib 2, aSyn 5UTR inh 33, Platelet DG rel -5, Dyrk1A ADPGlo -10, IEC-6 tox -3, GSK3 alpha inh 0, HSP90 refold inh 3, HSF-1 act 21, KLF5 inh -23 and HSF1 inhib -1.
Screening Cc1cccc(C(=O)NCc2nnc(SCC(=O)NC3=NCCS3)n2C)c1 returned GSK3beta inhib -4, aSyn 5UTR inh -6, Platelet DG rel 13, Dyrk1A ADPGlo 2, IEC-6 tox 3, GSK3 alpha inh 0, HSP90 refold inh 1, HSF-1 act inconclusive, KLF5 inh -10 and HSF1 inhib 10.
`O=C(O)C1CCCCC1C(=O)Nc1cc(Cl)ccc1Cl` (stereo not drawn) gave GSK3beta inhib -1, aSyn 5UTR inh 19, Platelet DG rel 4, IEC-6 tox -11, GSK3 alpha inh -2, HSP90 refold inh -6, HSF-1 act -17, KLF5 inh -19 and HSF1 inhib -4.
Screening COc1ccc(OC)c(NC(=O)COC(=O)/C=C/c2c(C)nn(C3CCS(=O)(=O)C3)c2Cl)c1 (stereo not drawn) returned GSK3beta inhib -2, aSyn 5UTR inh 16, Platelet DG rel 18, Dyrk1A ADPGlo 2, IEC-6 tox -5, GSK3 alpha inh -2, HSP90 refold inh -1, HSF-1 act 31, KLF5 inh 7 and HSF1 inhib 7.
For Cc1ccc(CNC(=O)CSc2nc(C)cs2)cc1 the results were GSK3beta inhib 2, aSyn 5UTR inh 10, Platelet DG rel -5, Dyrk1A ADPGlo -2, IEC-6 tox -1, GSK3 alpha inh -1, HSP90 refold inh -2, HSF-1 act -4, KLF5 inh -26 and HSF1 inhib -3.
Screening CCOC(=O)C(=CNc1ccc(Oc2cccnc2)nc1)C(=O)OCC returned GSK3beta inhib 3, aSyn 5UTR inh -29, Platelet DG rel 6, IEC-6 tox 3, GSK3 alpha inh -1, HSP90 refold inh -2, HSF-1 act -8, KLF5 inh -17 and HSF1 inhib -5.
O=C(CNC(=O)/C(=C\c1ccc(F)cc1)NC(=O)c1ccccc1)OCc1ccccc1 was read as GSK3beta inhib 0, aSyn 5UTR inh 13, Platelet DG rel -7, Dyrk1A ADPGlo -1, IEC-6 tox 4, GSK3 alpha inh -2, HSP90 refold inh -3, HSF-1 act 4, KLF5 inh -12 and HSF1 inhib 0.

Some of the compounds tested; count on the stated rates, not on these rows.
